# Screens as filed in PubChem BioAssay.
# Myeloid diff MLP – induction of myeloid progenitor differentiation, primary screen, cell-based, flow cytometry, MLPCN library. calls only at 10 µM. AID 624256, 2012. ER-HoxA9 myeloid progenitors, lysozyme-GFP differentiation. 360,000 tested, 1% active;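 active = normalized GFP-positive differentiation at or above the plate's own cutoff, the solvent-only control mean plus 3 SD; inconclusive = no clear call, values can overlap the other calls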;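 also: cells exposed to compound for four days before flow analysis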
# Myeloid diff MLP GFP+ MAC1+ % – recorded beside Myeloid diff MLP, whose call it bears; GFP+ MAC1+ double positive, %; measured here: differentiation confirmed by MAC1 staining
# The depositor's hits bear a star; i = inactive; ? = inconclusive; / = not tested or not shown; + = active, no number.
Molecule | Myeloid diff MLP | Myeloid diff MLP GFP+ MAC1+ %
CCCc1nnn(S(=O)(=O)c2ccc([N+](=O)[O-])cc2)c1CCC | i | 1.3
COc1cc(-c2cnc3c(NC=O)cc(-c4ccccc4)cn23)cc(OC)c1OC | i | 5.4
CCOC(=O)C(C#N)=C1CCC=C(C)C1 | i | 0.2
CCCOc1ccc(F)cc1-c1cc(C(=O)NCc2ccc(C(F)(F)F)cc2)[nH]n1 | i | 1.5
N#Cc1ccc(S(=O)(=O)NC[C@H]2O[C@@H](n3ccc(N)nc3=O)[C@H](O)[C@@H]2O)cc1 | i | 0.8
CCc1nc2c(OCC3COc4ccccc4O3)cccn2c1N(C)C(=O)c1ccc(OC)cc1 (configuration not stated) | i | 1.4
O=C1CSC(=S)N1N=Cc1cccc2ccccc12 | i | 1.8
C[C@@H]1CN([C@@H](C)CO)C(=O)c2cc(NS(C)(=O)=O)ccc2O[C@@H](C)CCCCO[C@H]1CN(C)Cc1ccc2c(c1)OCO2 | i | 0.8
Cn1cnc([N+](=O)[O-])c1S(=O)(=O)Nc1ccccc1 | i | 1.3
Cc1ccccc1CN1C(=O)CSCC1(C)C(=O)Nc1c(C)cccc1C (configuration not stated) | i | 2.4
CCOC(=O)C1(C)CCCN(C(=O)c2cc(C)on2)C1 (configuration not stated) | i | 1.0
COc1ccccc1-c1cnc(C(O)c2cccc(F)c2)[nH]1 (configuration not stated) | i | 1.1
O=C1OC(c2ccc3ccccc3c2O)(c2ccc3ccccc3c2O)c2ccccc21 | i | 4.5
C[C@@H]1CCCCO[C@@H](CN(C)C(=O)CCC(F)(F)F)[C@@H](C)CN([C@H](C)CO)C(=O)c2cc(N(C)C)ccc2O1 | i | 0.4
O=C(CC[C@H]1O[C@@H](n2ccc(=O)[nH]c2=O)[C@H](O)[C@@H]1O)N1CCN(c2ccccn2)CC1 | i | 0.8
CCOc1ccc2nc(NC(=O)Cn3c(C)csc3=O)sc2c1 | i | 0.6
CC(Sc1ncccn1)C(=O)N1CCc2ccccc21 (configuration not stated) | i | 0.7
CC(C)(C)OC(=O)NCc1ccc(CNC(=O)c2[nH]cnc2C(=O)Nc2ccccc2F)cc1 | i | 0.7
Cc1nc(N)nc(Cl)c1CCC1OCCO1 | i | 0.6
COc1ccc(C(=O)NN/C=C/C(=O)c2ccc(Br)cc2)cc1 | i | 0.4
OC[C@@H]1CN(Cc2ccncc2)C[C@H](n2cnc3c(N4CCOCC4)ncnc32)O1 | i | 0.7
O=[N+]([O-])c1cnccc1-n1nnc2ccccc21 | i | 2.4
Cc1ccc(-c2csc(C(C#N)=C(O)CN3CCN(C(=O)c4ccco4)CC3)n2)cc1 | i | 0.7
CC(C)NC(=O)C1(N2C(=O)c3ccccc3C2=O)CCCC1 | i | 1.0
FC(F)(F)c1ccccc1-c1ccc2nncn2c1 | i | 1.8
CN(N=Cc1ccccc1)C(=S)Nc1ccccc1 | i | 0.7
CCCCN(C(=O)c1cc(S(=O)(=O)N2CCOCC2)ccc1F)c1c(N)n(CCCC)c(=O)[nH]c1=O | i | 0.8
CC1(C(=O)Nc2ccc3c(c2)OCCO3)CSCC(=O)N1C1CCN(Cc2ccccc2)CC1 (configuration not stated) | i | 2.4
CCC1NC(=O)c2cccnc2-n2c1nc1cc(F)ccc1c2=O (configuration not stated) | i | 0.2
COC(=O)C[C@H]1C=C[C@H](NC(=O)Nc2ccccc2OC)[C@@H](CO)O1 | i | 2.0
O=C(Cc1cccc2c(=O)cc(-c3ccccc3)oc12)OCCN1CCOCC1 | i | 1.3
Cc1ccc([C@H]2N[C@]3(CCCN(Cc4ccc(F)cc4)C3=O)[C@H]3C(=O)N(Cc4ccccc4)C(=O)[C@@H]23)cc1 | i | 1.2
CC(C(=O)NCc1ccccc1)n1c(CSCCOc2ccccc2)nc2ccccc21 (configuration not stated) | i | 3.1
Cc1ccccc1S(=O)(=O)N1C[C@H]2[C@H]3C(=O)N(C4CCCCC4)C(=O)[C@H]3CC(=O)[C@H]2[C@@H]1c1ccc(Cl)cc1 | i | 1.7
CCOC(=O)C1=C(COC(=O)c2ccc(Br)c(S(=O)(=O)N3CCOCC3)c2)NC(=O)NC1C (configuration not stated) | i | 0.1
O=C(CNC(=O)c1ccccc1)OC(C(=O)O)c1ccc(F)cc1 (configuration not stated) | i | 0.6
COc1ccc(SCC(O)Cn2c3ccccc3c3ccccc32)c(OC)c1 (configuration not stated) | + | 0.9*
CC(C)(C)S(=O)N1Cc2cc(C(=O)N3CCc4ccccc4C3)nc(-c3cccc(-c4ccncc4)c3)c2[C@H]1CCO (some centres not stated) | i | 1.1
CN(C)CC1CC/C(=C\c2ccc(O)cc2)C1=O (configuration not stated) | ? | /
CCOc1ccc(NC(=O)CN(C)C(=O)C2CC2C)cc1OCC (configuration not stated) | i | 0.0
CCCCN1CC(N2CCN(C(=O)c3ccco3)CC2)CS1(=O)=O (configuration not stated) | i | 1.2
O=C(Nc1ccc(Cl)cn1)c1cccc(S(=O)(=O)N2CCCCCC2)c1 | i | 1.1
CCCC[C@@H]1CC2=C(C(=O)OC(C)(C)O2)[C@@H](c2ccc(Cl)cc2)O1 | i | 2.2
CCN(C(=O)CSc1nc2scc(-c3ccccc3)c2c(=O)n1N)C1CCS(=O)(=O)C1 (configuration not stated) | i | 0.1
COc1cc(OC)c2c(-c3cccc(-c4ccc(F)c(Cl)c4)c3)cc(=O)oc2c1 | i | 3.4
O=C1CCCc2cc3c(ccc4ccccc43)cc21 | i | 1.1
COc1cc(C(c2c(NC(=O)c3ccco3)sc(C)c2C)N2CCOCC2)cc(OC)c1OC (configuration not stated) | i | 1.6
Cc1ccc(F)cc1NC(=O)COC(=O)C1CC2CCCC(C1)C2=O (configuration not stated) | i | 0.5
CC(C)CCN1C(=O)CSCC1(C)C(=O)NCc1ccccc1 (configuration not stated) | i | 1.9
Cc1noc(C)c1COc1ccccc1C(=O)N1CCN(S(=O)(=O)c2ccccc2C#N)CC1 | i | 0.7

# (list continues)
Molecule | Myeloid diff MLP | Myeloid diff MLP GFP+ MAC1+ %
O=C(Cc1ccccc1F)Nc1cccc(S(=O)(=O)N2CCCCC2)c1 | i | 1.7
O=C(O)CCCC1(C(=O)O)CCCC1 | i | 0.5
C=CCN1C(c2ccc(Br)cc2)=CS/C1=C(\C#N)c1nnc(N2CCOCC2)n1-c1ccccc1 | i | 1.4
CCNC(=O)C1(C)CCN(C(=O)c2ccc(C#N)cc2)C1 (configuration not stated) | i | 1.1
CN1CCN(C(c2ccc(F)cc2)c2ccc3cccnc3c2O)CC1 (configuration not stated) | i | 5.8
Fc1cccc(Cc2c(C3CCCCC3)nc3c4ccccc4ccn23)c1 | i | 2.0
CCCCOCCCNC(=O)C[C@@H]1C[C@@]2(C(=O)OCC)CCC=C2N(CCC2=CCCCC2)C1=O | i | 1.4
COC(=O)C[C@@H]1CC[C@H](NS(=O)(=O)c2cccc(F)c2)[C@@H](CO)O1 | i | 2.6
CCN(CC)S(=O)(=O)c1ccc(O)c(NC(=O)COc2ccc(S(=O)(=O)N3CCOCC3)cc2)c1 | i | 0.7
Clc1ccc2nc(C3CCCCC3)c(Cc3ccsc3)n2c1 | i | 0.5
O=C(c1cccs1)N1C[C@H](n2cc(C3CC3)nn2)[C@@H](O)C[C@@H]1c1ccc(Cl)cc1 | i | 5.4
CCCCCc1c(-c2ccccc2)ncn1CCc1ccccc1OC | i | 0.3
CN(Cc1ccccc1)C(=O)c1cccc(NC(=O)Cc2ccc(NC(=O)C3CCCN(C(=O)CCc4ccccc4)C3)cc2)c1 (configuration not stated) | i | 2.4
CCCCNC(=O)C(NC(=O)Cc1cc(C(F)(F)F)cc(C(F)(F)F)c1)C(=O)c1ccccc1 (configuration not stated) | i | 1.6
CC(C)NC(=O)c1ccc2sc([C@H]3C[C@H](O)[C@@H](CO)O3)nc2c1 | i | 1.1
CSc1ccccc1NC(=O)C1(C)CCN1C(=O)Cc1ccccc1Cl (configuration not stated) | i | 1.1
CCN1C(=O)[C@H]2[C@@H](c3ccc(OC)cc3)N[C@]3(CCCN(Cc4ccc(Br)cc4)C3=O)[C@H]2C1=O | i | 0.8
CCOc1ccc(CCNC(=O)COC(=O)CSc2ccc(C)cc2)cc1OCC | i | 0.2
COc1ccc(CN2C(=O)c3cccc4cccc(c34)C2c2nc3ccccc3[nH]2)cc1 (configuration not stated) | i | 0.8
O=C(COC(=O)Cc1ccc(Cl)cc1Cl)NCc1ccco1 | i | 1.1
Cc1ccc(S(=O)(=O)N2CCN(C(=O)COC(=O)c3nc(Cl)ccc3Cl)CC2)c(C)c1 | i | 0.8
CC12CCC(O)CC1=CCC1C2CCC2(C)C(c3ccn[nH]3)CCC12 (configuration not stated) | i | 0.6
CN1CCN(S(=O)(=O)c2ccc(C3CCCCC3)cc2)CC1 | i | 1.0
CCCCNC(=O)C[C@@H]1C[C@@]2(C(=O)OCC)CCCC=C2N(Cc2ccc(Cl)cc2Cl)C1=O | i | 1.9
Cc1cc(Cl)ccc1OCc1nnc(-c2ccccc2C)o1 | i | 0.2

# In the list so far, two contain a COOH group.
Molecule | Myeloid diff MLP | Myeloid diff MLP GFP+ MAC1+ %
O=C(CNC(=O)c1ccccc1)OC(C(=O)O)c1ccc(F)cc1 (configuration not stated) | i | 0.6
O=C(O)CCCC1(C(=O)O)CCCC1 | i | 0.5

# Next results
Molecule | Myeloid diff MLP | Myeloid diff MLP GFP+ MAC1+ %
O=C(NC1CCCCC1)c1cccc(N2C(=O)CCC2=O)c1 | i | 0.1
O=C(Nc1ccc2c(c1)OCCO2)C(c1ccnc2ccccc12)N1CCN(C/C=C/c2ccccc2)CC1 (configuration not stated) | i | 1.1
CCC1(CC)SCCNC1=O | i | 0.9
Nc1ccc(S(=O)(=O)Nc2nc(-c3ccccc3)cc(-c3ccccc3O)n2)cc1 | i | 0.8
COc1cc2oc(=O)cc(-c3ccc(-c4ccc(C#N)cc4)cc3)c2c(OC)c1OC | i | 0.5
CN(C(=O)CSc1nnc(C2CC2)n1C)C1CCCc2ccccc21 (configuration not stated) | i | 1.6
CN(C)C(CNC(=O)c1cccc(S(=O)(=O)N2CCN(c3ccccc3)CC2)c1)c1ccccc1 (configuration not stated) | i | 0.6
N#CC(C(O)c1ccccc1)N1CCOCC1 (configuration not stated) | i | 0.5
CCC(=O)N1CCC(C)(C(=O)NCc2cccc(OC)c2)C1 (configuration not stated) | i | 2.8
CC(=O)Nc1cccc(-c2ccnc3c2CC(C(=O)NCc2cccc(Cl)c2)O3)c1 (configuration not stated) | + | 5.5*
O=C1C2CC3N1CCC31c3ccccc3-n3c1c2ccc3=O (configuration not stated) | i | 1.1
COc1ccc(NC(=S)N2CCC(C(=O)c3ccc(Cl)cc3)CC2)cc1 | i | 0.8
CCc1nc2ccccc2c(C(=O)OCC(=O)N(CCOC)c2c(N)n(Cc3ccccc3)c(=O)[nH]c2=O)c1C | i | 0.6
O=c1[nH]c(=O)n(C2OC(CO)C(O)C2O)cc1N1CCOCC1 (configuration not stated) | i | 1.7
COc1ccc(CC(=O)N(CCC2=CCCCC2)c2c(N)n(Cc3ccccc3)c(=O)[nH]c2=O)cc1 | i | 1.1
CCCCNC(=O)C1(C)CCCCN1C(=O)c1cc(-c2ccccc2)cs1 (configuration not stated) | i | 1.2
COc1ccc(C2CC(c3ccc(C(F)(F)F)cc3)=NN2c2ccc(S(N)(=O)=O)cc2)cc1 (configuration not stated) | i | 0.3
CNc1ccc(-c2cccc([N+](=O)[O-])c2)cn1 | i | 1.1
CC(C)N(C)C1=CC(=O)C(N(C)C(C)C)=CC1=O | i | 1.6
Cc1ccccc1-c1cnc(C(O)c2ccc(C(C)(C)C)cc2)[nH]1 (configuration not stated) | i | 1.6
CCCC(=O)N1CCC1(C)C(=O)NS(=O)(=O)c1ccc(C)cc1 (configuration not stated) | i | 0.7
CCCC(=O)Nc1ccc2c(c1)C(=O)N(C)C[C@@H](OC)[C@H](C)CN(Cc1ccc(-c3ccccn3)cc1)[C@@H](C)CO2 | i | 1.7
O=C1C(O)=CC(=C(c2ccccc2)c2ccccc2)c2ccccc21 | i | 1.8
Cc1ccc([C@H]2N[C@]3(CCCN(Cc4cccn4C)C3=O)[C@H]3C(=O)N(Cc4ccccc4)C(=O)[C@@H]23)cc1 | i | 0.6
CN(C(=O)c1cccc(NC(=O)Cc2cccc(NC(=O)C3CCCN(C(=O)C4CCCCC4)C3)c2)c1)C1CC1 (configuration not stated) | i | 1.4

# In a second layout: 4 of the compounds above.
SMILES: CCCC(=O)Nc1ccc2c(c1)C(=O)N(C)C[C@@H](OC)[C@H](C)CN(Cc1ccc(-c3ccccn3)cc1)[C@@H](C)CO2
  Myeloid diff MLP = i
  Myeloid diff MLP GFP+ MAC1+ % = 1.7

SMILES: O=C1C(O)=CC(=C(c2ccccc2)c2ccccc2)c2ccccc21
  Myeloid diff MLP = i
  Myeloid diff MLP GFP+ MAC1+ % = 1.8

SMILES: Cc1ccc([C@H]2N[C@]3(CCCN(Cc4cccn4C)C3=O)[C@H]3C(=O)N(Cc4ccccc4)C(=O)[C@@H]23)cc1
  Myeloid diff MLP = i
  Myeloid diff MLP GFP+ MAC1+ % = 0.6

SMILES: CN(C(=O)c1cccc(NC(=O)Cc2cccc(NC(=O)C3CCCN(C(=O)C4CCCCC4)C3)c2)c1)C1CC1 (configuration not stated)
  Myeloid diff MLP = i
  Myeloid diff MLP GFP+ MAC1+ % = 1.4

# (cont.)
Molecule | Myeloid diff MLP | Myeloid diff MLP GFP+ MAC1+ %
Cc1ccc2ccc(C(Nc3ccccc3)c3ccc(C(C)C)cc3)c(O)c2n1 (configuration not stated) | i | 1.1
O=C(C[C@H]1CC[C@@H]2[C@H](COC[C@H](O)CN2Cc2cccc(F)c2)O1)NCc1cccc(F)c1 | i | 1.6
CSCc1ccc(C(=O)OCC(=O)NC2CCCC2)o1 | i | 0.8
Cc1cccc(-c2ccc3[nH]c4c(c3c2)CCN2C[C@@H]([C@H](C)OC(=O)Nc3ccccc3C)[C@@H](N(C)C(=O)Nc3ccccc3C)C[C@@H]42)c1 | i | 2.2
CC1=C(C(=O)N2CCCCCC2)CC(CC(=O)NCc2cccc3ccccc23)C(=O)N1CCC1=CCCCC1 (configuration not stated) | i | 1.6

# The list is partial. The share of hits here may be higher or lower than overall.
